# TDP1 inh = qHTS Assay for Inhibitors of Tyrosyl-DNA Phosphodiesterase (TDP1); Tyrosyl-DNA phosphodiesterase 1 (Homo sapiens), Q9NUW8; recombinant TDP1, AlphaScreen DNA substrate cleavage; Potency, µM (highest dose often 130 µM), without a hit: at the highest dose activity change, negative = inhibition, most hits filed as inhibitors; hit rate 0.28% among 350,000; also: nearly all actives have a fitted effect of over 40% in size
# Target sequence (Q9NUW8 whole entry, looked up): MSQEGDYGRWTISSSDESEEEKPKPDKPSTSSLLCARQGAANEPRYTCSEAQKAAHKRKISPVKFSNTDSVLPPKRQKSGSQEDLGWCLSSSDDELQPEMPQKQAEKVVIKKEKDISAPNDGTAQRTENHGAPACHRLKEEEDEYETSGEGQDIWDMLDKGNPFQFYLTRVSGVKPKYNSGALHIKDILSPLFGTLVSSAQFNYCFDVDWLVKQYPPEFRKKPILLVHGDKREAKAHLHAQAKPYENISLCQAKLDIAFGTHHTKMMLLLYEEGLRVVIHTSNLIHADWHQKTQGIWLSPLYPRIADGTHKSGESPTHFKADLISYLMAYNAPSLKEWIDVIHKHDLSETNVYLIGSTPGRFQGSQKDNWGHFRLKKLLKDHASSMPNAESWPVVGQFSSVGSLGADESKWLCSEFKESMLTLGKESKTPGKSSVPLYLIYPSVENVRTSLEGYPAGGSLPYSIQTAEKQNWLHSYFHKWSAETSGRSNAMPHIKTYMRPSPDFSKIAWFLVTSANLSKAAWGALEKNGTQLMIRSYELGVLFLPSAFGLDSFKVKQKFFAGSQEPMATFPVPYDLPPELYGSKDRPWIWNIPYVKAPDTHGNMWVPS
#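 AlphaScreen read-out: signal falls as enzyme removes the 3' tyrosine-FITC from a 5'-biotinylated DNA oligo (15 nM, 5 min, RT). Enzyme was E. coli-made recombinant Tdp1 at 1 nM, exposed to compound for 15 min beforehand; beads 10 ug/ml, 10 min.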
# TDP1 cell CPT = qHTS for Inhibitors of human tyrosyl-DNA phosphodiesterase 1 (TDP1): qHTS in cells in presence of CPT. Potency, µM (series often up to 46.2 µM), without a hit: top-dose activity change, negative = growth inhibition, most hits filed as inhibitors. AID 686979, 2013. hit rate 12% among 420,000. chicken DT40 Tdp1-/-;hTDP1 cells + 20 nM CPT, ATP luminescence, 48 h; also: nearly all actives have a fitted effect of over 55% in size
#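 Chicken DT40 Tdp1-/- cells stably complemented with human TDP1 were seeded at 400 cells/well in medium containing 20 nM camptothecin, exposed to pin-transferred compounds, and grown at 37 °C for at least 48 hr. Viability was read as ATP luminescence.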
# TDP1 cell noCPT = qHTS for Inhibitors of human tyrosyl-DNA phosphodiesterase 1 (TDP1): qHTS in cells in absence of CPT; DT40 Tdp1-/- hTDP1 cells, no CPT, ATP luminescence, 48 h; Potency, µM (top dose mostly 46.2 µM), inactives show at the highest dose activity change, negative = growth inhibition, most hits filed as inhibitors; hit rate 15% among 420,000; AID 686978, 2013; also: nearly all actives have a fitted effect of over 55% in size
#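 Readout: luminescence from CellTiter-Glo after 30 min in the dark at RT. Cells: DT40 Tdp1-/- with stable hTDP1, 400/well. Exposure: compounds alone, ≥48 hr, 37 °C.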
# Starred values were filed as active, the others as inactive; ? = inconclusive; . = no result given; & = joins results of further samples; [ ] = another dose, or the depositor's remark. Calls follow the shape of the dose curve; as a rule, active = well fitted curve in the direction sought with a large enough effect; inconclusive = small, poorly fitted or top-dose-only effect, or another doubt; inactive = no such curve, though single readings can be large; an effect the other way counts as inactive or inconclusive. % is scaled to controls: 0 for no effect and ±100 for the full control effect; potency is read from the fitted curve at half-maximal effect.
SMILES,TDP1 inh,TDP1 cell CPT,TDP1 cell noCPT
Cc1cc(NC(=O)CN2C(=O)NC(C)(CC(C)C)C2=O)no1 (stereo not given),0%,-1%,3%
CC(=O)c1ccc(N2CCN(C(=O)c3ccc4c(c3)OCO4)CC2)cc1,0%,?,?
COc1ccc(S(=O)(=O)N2CCOCC2)cc1NC(=O)CC1CCCC1,0%,-6%,-2%
Cc1cc(C)c(NC(=O)Cn2c(=O)n(CCC(=O)NCc3ccc4c(c3)OCO4)c(=O)c3ccccc32)c(C)c1,5%,-12%,-20%
CCCNC1CCS(=O)(=O)C1 (stereo not given),4%,-4%,0%
Cc1cc(C)cc(-n2c(SCC(=O)N3CCCCC3)nc3c([nH]c4ccccc43)c2=O)c1,-5%,2%,-8%
Cc1cccc(C(=O)Nc2ccc(C(=O)N/N=C/c3cccc(C)n3)cc2)c1,2%,-22%,?
CCN1CCN(c2ccc(S(=O)(=O)N3CCOCC3)cc2NC(=O)COc2ccc(F)cc2Cl)CC1,2%,?,-2%
COc1cccc(NC(=O)c2cnc(SCC(=O)N3CCOCC3)n(C)c2=O)c1,3%,15µM*,15µM*
CC(=O)N1CCn2c3ccc(C)cc3c3cccc1c32,2%,-13%,-3%
COc1cccc(Nc2ncc3nc(C)c(=O)n(Cc4cccs4)c3n2)c1,.,-4%,2%
O=C(COc1ccc(Br)cc1)NCCCNC(=O)c1ccncc1,1%,-11%,14%
O=C(CCc1ccccc1)Nc1ccc(F)c([N+](=O)[O-])c1,3%,-9%,-23%
COc1ccc(-c2c(C#Cc3ccccc3)c3ccccc3n2C)cc1,.,-25%,?
COc1ccc(N(CC(=O)NCc2cccnc2)S(=O)(=O)c2ccccc2)c(OC)c1,.,?,?

SMILES,TDP1 inh,TDP1 cell CPT,TDP1 cell noCPT
CCCCN(CCCC)CCNC(=O)CN1C(=O)CSc2ccc(S(=O)(=O)N3CCOCC3)cc21,1%&5%,?,?
CC(OC(=O)c1cc(S(=O)(=O)N(C)c2ccccc2)ccc1Cl)C(=O)Nc1ccc2c(c1)OCCO2 (stereo not given),0%,-6%,-28%
O=C(N1CCCC1)C(F)(F)Oc1ccc(F)cc1,3%,6%,-3%
CC(C)Oc1ccc(/C=C(/NC(=O)c2ccccc2)C(=O)NCCC(=O)O)cc1,0%,-2%,8%
CCn1c(=N)n(CC(O)COc2cccc(C)c2)c2ccccc21 (stereo not given),8%,15µM*,9.2µM*
Cc1ccc(S(=O)(=O)N2CCOC2CNC(=O)C(=O)NCC(C)C)cc1 (stereo not given),5%,10%,7%
Cc1cc(C)n(S(=O)(=O)c2cc(Cl)ccc2Cl)n1,0%,-9%,-22%
CCC(=O)Nc1cccc(C(=O)OC)c1,-4%,1%,-42%
O=C(NCCC1=CCCCC1)c1[nH]c(C(F)(F)F)nc1-c1ccccc1,.,16µM*,?
CCOC(=O)C(=CNc1ccc(C)cc1C)C(=O)OCC,-3%,?,16µM*
O=C(Cn1ccc2ccccc2c1=O)NCC(=O)N1CCN(c2ccccc2F)CC1,0%,5%,-14%
CCn1c(C(=O)NCc2ccccn2)cc2sccc21,4%,0%,0%
Cc1ccc(C(=O)NCc2ccc3c(c2)CCN3C(=O)c2ccc(C)cc2)cc1,1%,21µM*,18µM*
O=C(NCCCN1CCc2ccccc2C1)Nc1ccc(Cl)cc1,-4%,16µM*,-27%
Cc1cccc(OCC(=O)NC(=S)Nc2ccccc2N2CCOCC2)c1,3%,?,?

SMILES,TDP1 inh,TDP1 cell CPT,TDP1 cell noCPT
Cc1nc(-c2ccc(Cl)cc2)sc1C(=O)O,0%,-13%,2%
Cc1cccc(NC(=O)/C(=C\c2ccco2)NC(=O)c2cccs2)c1,4%,-24%,-5%
O=C(O)CSc1nc(-c2ccccc2)c(-c2ccccc2)[nH]1,5%,3%,-4%
O=C(CN1C(=O)C2C3C=CC(C4CC34)C2C1=O)NCc1ccco1 (stereo not given),2%,-5%,-9%
Cc1noc(C)c1NC(=O)Nc1ccc2c(c1)C(=O)N([C@H](C)CO)C[C@H](C)[C@@H](CN(C)S(=O)(=O)c1cn(C)cn1)O2,1%,-2%,-2%
O=C(Nc1ccccc1F)Nc1ccc([N+](=O)[O-])cc1Cl,.,?,?
CC(C)CN(CCNC(=O)CN1N=C(c2ccc(Cl)cc2)CCC1=O)CC(C)C,.,-25%,-19%
CCOC(=O)c1cc2c(=O)n3cccc(C)c3nc2n(CCCOC)c1=NC(=O)c1cccnc1,1%,-28%,23µM*
COc1cc(C#Cc2c(C=O)n(C)c3ccccc23)cc(OC)c1,.,?,23µM*
CC1(C)C2CC=C(/C=N/n3cnnc3)C1C2 (stereo not given),4%,-25%,-24%
O=C(C1CCCN(S(=O)(=O)c2ccccc2)C1)N1CCCCCC1 (stereo not given),1%,-27%,16µM*
NNS(=O)(=O)c1ccc(N2CCCC2=O)c([N+](=O)[O-])c1,-9%,-9%,-22%
CN(C(=O)c1cccc(NC(=O)Cc2ccc(NC(=O)C3CCN(C(=O)C4CCCC4)CC3)cc2)c1)C1CCCC1,.,?,?
COc1ccc(-c2coc3c(OC)c(OC)cc(OC)c3c2=O)cc1,-4%[56.1 µM],-7%,?
O=C(NCc1ccc(F)cc1Cl)C1CC(=O)N(C2CCCCCCC2)C1 (stereo not given),3%,-15%,-3%

# Sequence of screens: TDP1 inh | TDP1 cell CPT | TDP1 cell noCPT
N#Cc1ccccc1S(=O)(=O)N1CCN(c2cnccn2)CC1
 : 3% | -26% | -15%
CC(=O)c1ccc(NC(=O)c2cc3ccccc3o2)cc1
 : . | 0% | 25%
CCC(=O)N1CCc2cc(Br)cc(S(=O)(=O)N3CCCC(C(=O)Nc4cccc(Cl)c4C)C3)c21 (stereo not given)
 : -2% | 15µM* | 12µM*
CC1(C(=O)NS(=O)(=O)c2ccccc2Cl)CCN1C(=O)COc1ccc(Cl)cc1 (stereo not given)
 : . | 0% | 0%
CN(C)CCCN(Cc1ccccc1)C(=S)Nc1ccc(OC(F)F)cc1
 : -5% | -1% | -19%
Cc1cc(=O)n2nc(N3CCCC(C(=O)NC(C)c4ccccc4)C3)sc2n1 (stereo not given)
 : 8% | -5% | -20%
CC1CCN(c2ccccc2NC(=O)c2ccc([N+](=O)[O-])o2)CC1
 : . | ? | ?
O=C(N/N=C/c1ccc(O)c(O)c1)C1c2ccccc2Oc2ccccc21
 : 9% | ? | 26µM*
Cc1cc(N2CCC(C)CC2)nc(NCc2ccccc2)n1
 : 6% | ? | 16µM*
Cc1ccc(C(=O)CN2/C(=C(\O)c3ccccc3)C(=O)c3ccccc3S2(=O)=O)c(C)c1
 : -1% | 12µM* | 16µM*
Cn1c(=O)cc(Nc2ccccc2)[nH]c1=O
 : . | -16% | -18%
O=c1oc(-c2cccs2)nc2sc3c(c12)CCCCC3
 : 0% | 0% | 0%
Cc1cccc2c1N(C(=O)CN1C(=O)c3ccccc3C1=O)C(C)(C)c1ssc(=S)c1-2
 : 4% | -12% | -11%
O=C1CC(N2CCN(C/C=C/c3ccccc3)CC2)C(=O)N1CCc1ccccc1 (stereo not given)
 : 4% | 18µM* | 21µM*
CCCNc1nc2ccccc2n2c(C)nnc12
 : . | ? | ?

# Pulled by compound from the entries so far (three):
# Sequence of screens: TDP1 inh | TDP1 cell CPT | TDP1 cell noCPT
Cc1ccc(C(=O)CN2/C(=C(\O)c3ccccc3)C(=O)c3ccccc3S2(=O)=O)c(C)c1
 : -1% | 12µM* | 16µM*
CC(=O)c1ccc(NC(=O)c2cc3ccccc3o2)cc1
 : . | 0% | 25%
CC1CCN(c2ccccc2NC(=O)c2ccc([N+](=O)[O-])o2)CC1
 : . | ? | ?

# Further compounds follow:
# Sequence of screens: TDP1 inh | TDP1 cell CPT | TDP1 cell noCPT
CCC1CN(CC(=O)NCc2ccc3c(c2)OCO3)Cc2ccc(Cl)cc2O1 (stereo not given)
 : . | 3%[9.04 µM] | -36%
COc1ccc(-c2csc(Nc3cccnc3)n2)cc1OC
 : -2% | ? | ?
CC(=O)c1ccc(N2CCN(C(=O)C3CCN(S(=O)(=O)c4ccc5c(c4)CC(C)N5C(=O)C4CC4)CC3)CC2)cc1 (stereo not given)
 : 1% | 12µM* | 4.1µM*
COCCNC(=O)CN(C(=O)CCC(=O)Nc1ccccn1)c1ccc(F)cc1
 : 4% | 13% | -2%
O=S(=O)(c1ccc(-c2nnc(SCc3ccccc3)o2)cc1)N1CCCC1
 : 5% | ? | ?
OC(c1nc2ccccc2[nH]1)C(O)C(O)C(O)c1nc2ccccc2[nH]1 (stereo not given)
 : . | -20% | 0%
CC(Nc1nc(-c2ccc(Cl)cc2)cs1)c1nc2cc(Cl)c(N3CCCCC3)cc2n1CCOCCO (stereo not given)
 : . | 16µM* | 15µM*
O=C(Oc1ccc(F)cc1)c1cccnc1
 : . | 3% | 3%
Cc1ccc(-n2nc(C)c3c(C)c(CCC(=O)NCc4ccco4)c(C)nc32)cc1
 : 4% | 23µM* | ?
Cc1cc2nc3n(c2cc1C)CC1CC(C(=O)NCc2ccccc2)N(C)C31 (stereo not given)
 : -4% | -2% | -24%
Cc1cccc(C(=O)NNC(=O)c2cccc([N+](=O)[O-])c2)c1
 : 5% | 6% | 5%
CN(C)CCN(C(=O)c1ccc2ccccc2c1)c1nc2cc3c(cc2s1)OCO3
 : . | ? | 23µM*
COc1ccc(C2CC(c3ccc(Br)cc3)=NN2C(=O)CSC2=NN3CCCC(=O)N=C3S2)cc1 (stereo not given)
 : 3% | -21% | -1%
COc1cc(-n2c(=O)c3ccccc3n(CC(=O)c3ccccc3)c2=O)cc(OC)c1OC
 : -2% | -26% | 7%
O=C(Nc1ccc(OC(F)(F)F)cc1)c1cnccn1
 : 2% | -18% | -24%

# Sequence of screens: TDP1 inh | TDP1 cell CPT | TDP1 cell noCPT
CCOc1ccc(OCC)c(NC(=O)C2COc3ccccc3O2)c1 (stereo not given)
 : -2% | 6% | -23%
CCOC(=O)N1CCN(Cc2nc(N)nc(Nc3ccc(C)cc3)n2)CC1
 : 1% | -21% | 2%
CS(=O)(=O)NNC(=O)c1csc(Cc2c(Cl)sc3ccc(Cl)cc23)n1
 : . | 0% | -28%
Cc1nnc(NC(=O)c2ccc(S(=O)(=O)N3CCCCC3C)cc2)o1 (stereo not given)
 : 4% | -22% | -20%
CCOC(=O)c1[nH]cnc1C(=O)Nc1ccccc1OC
 : -3% | -13% | -14%
O=C(NCCOc1ccccc1)c1ccccc1SCC(=O)N1CCCC1
 : 0% | -4% | -18%
N#Cc1ccc(C(=O)NCC2CCCCC2)cc1
 : . | -19% | 7%
COc1cc(Cl)c(C)cc1NC(=O)c1nn(C)c2c1CSc1ccccc1-2
 : 9% | -15% | -2%
COC(=O)C[C@@H]1C=C[C@@H](NC(=O)c2cccnc2)[C@@H](CO)O1
 : . | 2% | -1%
Cc1c(C(=O)N2CCN(c3ccccn3)CC2)sc2ncnc(N3CCN(c4ccccc4)CC3)c12
 : . | ? | 12µM*
COC(=O)c1sc(NC(=S)NC(=O)c2ccccc2C)nc1C
 : 5% | 2% | ?
CCCn1c(SCC(=O)Nc2cc(C)on2)nc2c1c(=O)n(C)c(=O)n2C
 : . | -27% | -32%
CC(=O)N1CCCC1c1nc2ccccc2n1Cc1c(F)cccc1Cl (stereo not given)
 : 6% | ? | ?
COCCN(CC(=O)Nc1cccc(C)c1)S(=O)(=O)c1ccc(S(=O)(=O)N2CCCC2)cc1
 : 10% | -8% | -13%
CCCSc1cc(NCCOC(=O)CCC)c([N+](=O)[O-])c2nonc12
 : 6% | 2.6µM* | 4.6µM*

# Among those listed so far, these contain a cyano group.
# Sequence of screens: TDP1 inh | TDP1 cell CPT | TDP1 cell noCPT
N#Cc1ccccc1S(=O)(=O)N1CCN(c2cnccn2)CC1
 : 3% | -26% | -15%
N#Cc1ccc(C(=O)NCC2CCCCC2)cc1
 : . | -19% | 7%

# New compounds follow
# Sequence of screens: TDP1 inh | TDP1 cell CPT | TDP1 cell noCPT
C/C(CC(=O)Nc1ccc2c(c1)OCCO2)=N\NC(=O)c1ccc([N+](=O)[O-])cc1Cl
 : 4% | -1% | 7%
Cn1c(=O)c2c(nc(SCC(=O)O)n2Cc2cccc(C(F)(F)F)c2)n(C)c1=O
 : -8% | -3% | -23%
Cc1ccc(CNC(=O)Cc2c(C(=O)O)c(C)cn2C)cc1
 : 8% | 2% | -2%
Cc1ccc2c(CC(=O)OC(C)C(=O)NCc3ccc4c(c3)OCO4)coc2c1 (stereo not given)
 : -2% | -2% | -8%
Cc1cc(C(=O)Nc2cccnc2Cl)on1
 : -3% | -7% | -19%
CC1CCCC12NC(=O)NC2=O (stereo not given)
 : . | -24% | 6%
O=C(COc1cccc(NC(=O)c2ccco2)c1)c1ccccc1
 : -2% | -15% | -15%

# Random draw from the library; 18% or so of the library scored in one or more.
